PI4K2A block – inhibitors of human PI4K2A; Q9BTU6; purified PI4K2A, ADP-Glo luminescence, 1 h; hits give low values; activity change, negative = inhibition, % at 76.9 µM; actives 0.13% (n = 420,000); AID 1346378; in the data active = activity change below about -50%; inconclusive = mostly about -30% to -49%;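 also: -100% = wells without enzyme as full effect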
Target sequence (Q9BTU6 whole entry, looked up): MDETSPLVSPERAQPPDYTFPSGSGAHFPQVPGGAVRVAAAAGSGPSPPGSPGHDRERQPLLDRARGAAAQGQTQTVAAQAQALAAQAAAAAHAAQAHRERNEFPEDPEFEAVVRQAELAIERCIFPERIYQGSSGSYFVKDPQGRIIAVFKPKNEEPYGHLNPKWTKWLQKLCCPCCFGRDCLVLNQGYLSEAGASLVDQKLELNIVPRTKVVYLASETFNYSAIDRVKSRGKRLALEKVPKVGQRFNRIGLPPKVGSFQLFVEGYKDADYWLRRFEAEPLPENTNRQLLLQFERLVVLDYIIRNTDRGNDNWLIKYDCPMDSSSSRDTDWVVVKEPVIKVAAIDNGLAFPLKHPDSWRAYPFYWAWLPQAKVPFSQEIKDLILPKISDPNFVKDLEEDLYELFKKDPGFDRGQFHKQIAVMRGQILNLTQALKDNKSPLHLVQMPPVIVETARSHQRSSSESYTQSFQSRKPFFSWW
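PI4K2A activity was measured by ADP-Glo luminescence: enzyme (4 ug/mL stock) and phosphatidylinositol (1.2 mM stock) in Tris pH 7.5/MgCl2/EGTA/Triton X-100 buffer were reacted with ATP (300 microM stock) for one hour at ambient temperature.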
HP1b binding inh – blocks HP1-beta chromodomain binding to methylated histone tails; P83916; AlphaScreen HP1-beta / biotin-H3K9me3 peptide binding; Potency, µM (highest dose often 114 µM), inactives show at the highest dose activity change, negative = inhibition, most hits filed as inhibitors; actives 0.56% (n = 390,000); also: potency is read from the fitted curve at half-maximal effect; nearly all actives have a fitted effect of over 70% in size; inactives centre near 23
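AlphaScreen: HP1-beta (50 nM) preformed 30 min with biotin-H3(1-18)K9me3 peptide (50 nM) in PBS pH 7.4, 0.01% Tween-20. Compound added for 30 min at RT, then streptavidin donor/nickel chelate acceptor beads (10 ug/mL) for 30 min.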
Pin1 inh – inhibitors of human Pin1 | Q13526 | actives 0.009% (n = 390,000) | Potency, µM (highest dose often 115 µM), for the others: at the highest dose activity, negative = inhibition, actives largely listed as inhibitors | Pin1 FP peptide displacement, HiFluor488, 10 min | AID 504891; active = well fitted inhibition curve with a large enough effect in the polarisation, with a control signal flat, not every such curve was filed as active; inconclusive = small, poorly fitted or top-dose-only effect, or effect the other way, or a change in a side signal; inactive = no such curve, though single readings can be large or run the other way; the % refers to the polarisation; also: potency is read from the fitted curve at half-maximal effect; % is scaled to controls: 0 for no effect and ±100 for the full control effect
Target sequence (Q13526 whole entry, looked up): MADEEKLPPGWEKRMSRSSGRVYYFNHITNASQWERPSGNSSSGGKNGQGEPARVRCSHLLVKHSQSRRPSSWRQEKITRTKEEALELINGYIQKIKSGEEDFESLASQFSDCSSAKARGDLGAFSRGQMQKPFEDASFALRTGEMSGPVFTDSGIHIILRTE
JMJD2A Tudor inh – JMJD2A Tudor domain (human) inhibition; O75164; AlphaScreen JMJD2A-Tudor / H3K4me3 peptide binding; Potency, µM (titrated, usually from 114 µM), inactives show at the top dose activity change, negative = inhibition, hits mostly inhibitors; actives 4.4% (n = 390,000); also: potency is read from the fitted curve at half-maximal effect; % is scaled to controls: 0 for no effect and ±100 for the full control effect; nearly all actives have a fitted effect of over 50% in size
Pol eta inh – inhibitors of human DNA polymerase eta | recombinant Pol eta, fluorescent DNA replication assay | actives 1.2% (n = 390,000) | Potency, µM (highest dose often 114 µM), inactives show at the top dose activity change, negative = inhibition, usual class: inhibitors | Q9Y253; also: potency is read from the fitted curve at half-maximal effect; % is scaled to controls: 0 for no effect and ±100 for the full control effect
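Fluorescent replication assay: 50 nM final substrate added after a 15 min room-temperature compound preincubation with 10 nM enzyme. Signal taken at 0 min and again at 10 min.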
GLS inhibitor – inhibitors of human glutaminase (GLS); GLS enzymatic activity, qHTS titration; AID 624170; Potency, µM (doses to about 45.5 µM), for inactives: at the highest dose activity change, negative = inhibition, hits mostly inhibitors; actives 0.21% (n = 410,000); O94925; also: potency is read from the fitted curve at half-maximal effect; % is scaled to controls: 0 for no effect and ±100 for the full control effect
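Read-out is an Amplex red fluorescence increase coupled through glutamate oxidase and HRP, measured before and after 30 min room-temperature incubation. hKGA is in 45 mM KH2PO4 (pH 8.2) with 0.02% Tween-20; glutamine added as 1mM solution.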
G9a inh – blocks human histone lysine methyltransferase G9a; G9a H3K9 monomethylation, AlphaScreen, 2 h; Potency, µM (highest dose often 102 µM), for inactives: at the highest dose activity, negative = inhibition, hits mostly inhibitors; actives 8.8% (n = 350,000); also: potency is read from the fitted curve at half-maximal effect; % is scaled to controls: 0 for no effect and ±100 for the full control effect; nearly all actives have a fitted effect of over 75% in size
Target sequence (Q96KQ7 913-1193 limits assumed): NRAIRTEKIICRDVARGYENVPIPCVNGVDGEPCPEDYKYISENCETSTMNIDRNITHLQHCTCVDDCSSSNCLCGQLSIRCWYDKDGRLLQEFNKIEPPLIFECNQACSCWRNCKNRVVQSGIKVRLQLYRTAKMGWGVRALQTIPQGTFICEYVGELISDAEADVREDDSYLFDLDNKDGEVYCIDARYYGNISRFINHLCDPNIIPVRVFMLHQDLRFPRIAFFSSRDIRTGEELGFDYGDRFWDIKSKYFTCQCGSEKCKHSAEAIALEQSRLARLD
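Methyltransferase reactions run at room temperature for 2 h (20 nM enzyme, 500 nM biotin-H3K9 peptide, 20 uM SAM) after a 15 min compound preincubation; product detected by AlphaScreen beads and anti-H3K9me1 antibody.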
BAZ2B inh – blocks human BAZ2B | Potency, µM (top dose mostly 114 µM), inactives show at the highest dose activity change, negative = inhibition, most hits filed as inhibitors | AlphaScreen BAZ2B-H3K14Ac peptide displacement | Q9UIF8 | actives 4.4% (n = 360,000); also: potency is read from the fitted curve at half-maximal effect; % is scaled to controls: 0 for no effect and ±100 for the full control effect; nearly all actives have a fitted effect of over 60% in size
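BAZ2B 50 nM plus b-H3(5-23)K14Ac 50 nM, PBS pH 7.4/0.01% Tween-20, 30 min RT; compound added (max 110 uM), 30 min RT; streptavidin donor/Ni-chelate acceptor beads 10 ug/mL final, 20 min dark; AlphaScreen read.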
PGK inhibitor – inhibitors of T. brucei phosphoglycerate kinase. PGK/GAPDH coupled, Kinase-Glo luminescence, 60 min. AID 602233. P07378. actives 0.043% (n = 380,000). Potency, µM (doses to about 57.5 µM), without a hit: at the highest dose activity change, negative = inhibition, actives largely listed as inhibitors; also: potency is read from the fitted curve at half-maximal effect; % is scaled to controls: 0 for no effect and ±100 for the full control effect; nearly all actives have a fitted effect of over 60% in size
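Recombinant glycosomal PGK reaction used 1,3-bisphosphoglycerate generated in-well by GAPDH (100nM final) in 100mM TEA pH 7.6, 5mM MgCl2, 0.01% Tween-20. After 60 minutes at room temperature, ATP was read by Kinase-Glo Plus luminescence end-point.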
An asterisk follows results filed as active; i = inactive; ? = inconclusive; · = not tested or not shown; [ ] = dose if it differs, or a comment. Unless noted, calls follow the shape of the dose curve; as a rule, active = well fitted curve in the direction sought with a large enough effect; inconclusive = small, poorly fitted or top-dose-only effect, or another doubt; inactive = no such curve, though single readings can be large; an effect the other way counts as inactive or inconclusive. These rows are one share of the data; count on the stated rates, not on these rows.

Value order: HP1b binding inh, PGK inhibitor, GLS inhibitor, G9a inh, Pin1 inh, PI4K2A block, JMJD2A Tudor inh, BAZ2B inh, Pol eta inh
Cc1ccc(C(C(=O)NC2CCCC2)N(C(=O)Cc2cccs2)c2ccc3c(c2)OCCO3)cc1 (centres undefined)
    6%, -15%, -2%, -5%[59 µM], -5%, 0, -5%, -5%, 2%
COCCNC(=O)c1ccc2c(c1)NC(=O)C(CS(=O)(=O)Cc1ccc(F)cc1Cl)N2 (centres undefined)
    44%[activator], i, -3%, ?, ?, -6, -2%, 6%, 10%
Cn1c(-c2ccc(C(C)(C)C)cc2)n[nH]c1=S
    -25%, -13%, -8%, 2µM*, 2%, 7, 22µM*, 1%, 0%
CCNc1nc(NCC)n2c(SCC(=O)Nc3ccccc3C(F)(F)F)nnc2n1
    -11%, -23%, 1%, 22%[0.501 µM], -5%, -3, -26%, -34%, ?
O=C(CN1CCN(c2ccc(F)cc2)CC1)N1CCOCC1
    37%, 2%, 19%, 7%, -8%, -1, 2%, -4%, -2%
CCOc1ccccc1/C=C(/C#N)C(N)=O
    43%[activator], i, -4%, 8%, -3%, 0, -4%, 14%, -4%
Cc1cc(Cl)c(S(=O)(=O)N2CC(C)OC(C)C2)cc1OCC(N)=O (centres undefined)
    20%, i, 12%, -8%[59 µM], -2%, -5, -15%, 1%, 2%
CS(=O)(=O)N(CCc1ccccc1)CC(=O)N1CCCC1
    5%, -8%, 3%, ·, -3%, -13, -15%, 6%, 0%
C/C(=N\NC(=O)Cc1ccc(O)cc1)c1cccnc1
    67%[activator], -9%, 23%, ?, 1%, -6, -10%, -19%, -7%
NC(=O)COC(=O)c1ccccc1OCc1ccc(Cl)cc1
    22%, 7%, -4%, 21%, 1%, 2, -1%, ·, 3%
Nc1nonc1-n1nnc(C(=O)N/N=C/c2cc(Br)ccc2O)c1CSC1=NCCS1
    17%, i, 5%, 7%[59 µM], 39%[activator], 3, -32%, 9%, -16%
COc1ccc(N2CCN(C(=O)c3ccc4c(=O)n(CC5CCCO5)c(=O)[nH]c4c3)CC2)cc1 (centres undefined)
    -1%, 0%, 36%, ?, -7%, 6, -10%, -6%, -10%
COc1ccc(CCNC(=O)Cn2c(=O)oc3cc(Cl)ccc32)cc1OC
    16%, 2%, -5%, 1%, -6%, 6, -12%, 5%, -6%
Cc1oc2c(CN3CCCCC3)c(O)ccc2c(=O)c1-c1ccc(Cl)cc1
    12%, 2%, 3%, 21%, 1%, 2, -8%, 5%, -17%
Cc1nc2ccccc2nc1N1CCC(C)CC1
    121%[activator], -2%, 4%, 72%[activator][59 µM], 0%, 0, 61%[activator], 49%[activator], 4%
CCc1c(C)nc(SCC(=O)Nc2ccc(Br)cc2)[nH]c1=O
    53%[activator], 2%, 11%, 6%, -5%, 3, -9%, 9%, -3%
O=C(NCc1ccc(C(=O)O)cc1)OCc1ccccc1
    -2%, -11%, 4%, -5%, ?, -6, 2%, 3%, -13%
Fc1ccccc1N1CCN(c2ncnc3onc(-c4cccc(Cl)c4)c23)CC1
    55%[activator], -6%, 6%, -1%[59 µM], 27%, -2, -5%, 0%, -13%
Cc1cc(/C=C2/SC(=O)N(CC(=O)N3CCOCC3)C2=O)c(C)n1-c1ccccc1F
    39%, -1%, -2%, -3%[59 µM], -4%, -7, -11%, -9%, 7%
Clc1ccc(N(CC2CO2)CC2CO2)cc1 (centres undefined)
    25%, -9%, 5%, ·, -1%, 12, -15%, ·, ?
CCCC1NC(=O)c2cc3ccccc3cc2-n2c1nc1cc(F)ccc1c2=O (centres undefined)
    ·, 1%, 6%, ·, ·, 1, ·, ·, -5%
CCOC(=O)C1CCN(C(=O)CCc2c(C)nc3c(-c4ccc(F)cc4)c(C)nn3c2C)CC1
    81%[activator], i, 7%, 4%, 3%, 2, -8%, 0%, -7%
Cc1ccc(C(=O)Nn2c(N)c(S(=O)(=O)c3ccc(C)cc3)c3nc4ccccc4nc32)cc1
    18%, -1%, 8%, 7%, 31%[activator], 2, -12%, -1%, -2%
CCn1c(=O)c2cc(S(=O)(=O)NCCOc3ccccc3)ccc2n(CC)c1=O
    1%, 5%, 5%, -4%[12.7 µM], 8%, 4, 1%, -5%, -12%
COc1ccc(NC(=O)c2cc(S(=O)(=O)N3CCS(=O)(=O)CC3)ccc2Cl)cc1
    25%, -3%, 1%, 15%, 10%, 9, 5%, 0%, -18%
Cc1cc(C)c(O)c(CN(C)Cc2cc(Cl)cc(Cl)c2O)c1
    ?, 6%, 22%, ·, ?, -5, ?, ·, -14%
COc1cc(C(=S)N2CCOCC2)ccc1OC(=O)c1cc([N+](=O)[O-])c(C)c([N+](=O)[O-])c1
    -5%, -10%, 0%, ?, -1%, 4, -28%, 5%, ?
N=c1n(CC(=O)c2ccc([N+](=O)[O-])cc2)c2ccccc2n1Cc1ccccc1
    6%, -1%, 0%, 45µM*, ?, 2, -19%, ?, -12%
CCCCC(CC)CNC(=O)CN(C)S(=O)(=O)c1ccc2c(c1)c(=O)n(C)c(=O)n2C (centres undefined)
    40%[activator], -5%, -6%, 1%[59 µM], ?, 2, 6%, -2%[57.1 µM], -6%
O=S(=O)(CCc1nc2ccccc2o1)c1ccc2ccccc2c1
    28%, -3%, 1%, 34%[12.7 µM], -10%, 0, 2%, 7%, -14%
CCOc1ccc(-c2c(=O)n(OCC)c3ccccc3[n+]2[O-])cc1
    67%[activator], i, -4%, 6%, -12%, 2, -1%, 8%, -10%
CC(=O)N=C(N)Sc1nc2ccccc2[nH]1
    21%, 5%, 11%, 3%[59 µM], 7%, -4, -15%, 9%, 2%
Cc1cccc(C(=O)N[C@@H]2c3ccccc3C[C@@H]2O)n1
    42%[activator], -2%, -1%, ·, 0%, 1, -2%, ·, -21%
CCOC(=O)CSc1nc2c(sc(=S)n2-c2ccc(OCC)cc2)c(=O)[nH]1
    18%, -10%, -15%, -5%, 0%, -2, -12%, -3%, -4%
CN(C)/C=N/c1nc2nccc(-c3ccc(F)cc3)n2n1
    42%[activator], -8%, -7%, 18%, -1%, -3, -5%, 1%, 1%
COC(=O)c1cc(C#N)c(OC)nc1C
    57%[activator], 14%, 4%, -5%, -11%, -4, 8%, -1%, -21%
c1ccc(-c2ccccc2OCCCN2CCCC2)cc1
    ?, 8%, 10%, 10µM*, -1%, 2, 8.9µM*, ?, -7%
Cc1c(C(=O)Nc2ccccc2F)cnn1-c1ccccc1
    19%, -11%, -1%, 4%, -4%, -22, -13%, -12%, 2%
O=C(COC(=O)c1ccc(Cl)nc1)Nc1ccc2c(c1)OCCO2
    20%, i, -2%, 18%[12.7 µM], 2%, -6, -13%, -2%, -9%
CN(C)C(CNC(=O)CCNC(=O)c1ccc(Br)cc1)c1ccco1 (centres undefined)
    11%, -4%, 1%, 2%[0.501 µM], 0%, 3, -22%, 10%, 0%
CCOc1ccc(CN2C(=O)c3ccccc3C2=O)cc1C(=O)O
    18%, -3%, 2%, 12%, 1%, 0, -15%, -11%, -3%
Cc1ccc(C(=O)NNC(=O)CSc2nc(N)cc(N)n2)cc1
    ?, i, -2%, -7%[59 µM], -2%, 4, -17%[57.1 µM], 3%, -26%
Cc1ccc(C(=O)NC(=S)Nc2ccc3[nH]c(=O)[nH]c3c2)cc1C
    9%, -5%, 9%, ?, 6%, -4, -12%, 5%, -6%
CCc1noc(C)c1C(=O)Nc1nc2c(C)cccc2s1
    17%, -5%, 0%, -43%, -1%, 0, -14%, 9%, -17%
Cc1cc(C)cc(Nc2nc3ccccc3nc2-n2nc(C)cc2C)c1
    226%[activator], i, 10%, 82%[activator][59 µM], 6%, 0, 96%[activator], 60%[activator], -12%
COc1cc(-c2nnc(SCC(=O)c3cc(C)n(CC4CCCO4)c3C)o2)cc(OC)c1OC (centres undefined)
    -12%, -9%, 10%, -27%[12.7 µM], ?, -14, ?, -10%, 2%
C/C(=N\N=C1\NC(=O)C(Cc2ccccc2)S1)c1ccccc1 (centres undefined)
    ?, -4%, 5%, ?, -6%, -4, 63µM*, ?, -17%
O=S(=O)(NCC1CCCO1)c1ccccc1 (centres undefined)
    30%, -3%, -8%, -11%, 0%, -11, -10%, 9%, -8%
COc1ccc(NC(=O)CSc2nnc(N)s2)c([N+](=O)[O-])c1
    25%, 5%, 7%, 9%[59 µM], 4%, 1, -7%, -26%, 2%
CS(=O)(=O)N(CCc1ccccc1)CC(=O)N1CCCCCC1
    ·, -5%, 0%, ·, ·, 0, ·, ·, -4%
O=c1c2ccccc2nc(/C=C/c2cccc([N+](=O)[O-])c2)n1CCCO
    19%, i, -12%, ·, 9%, -10, -25%, ·, -12%

A draw from above in order of number of heavy atoms, low to high:
Value order: HP1b binding inh, PGK inhibitor, GLS inhibitor, G9a inh, Pin1 inh, PI4K2A block, JMJD2A Tudor inh, BAZ2B inh, Pol eta inh
CCc1noc(C)c1C(=O)Nc1nc2c(C)cccc2s1
    17%, -5%, 0%, -43%, -1%, 0, -14%, 9%, -17%
Cc1ccc(C(=O)NC(=S)Nc2ccc3[nH]c(=O)[nH]c3c2)cc1C
    9%, -5%, 9%, ?, 6%, -4, -12%, 5%, -6%
COc1cc(-c2nnc(SCC(=O)c3cc(C)n(CC4CCCO4)c3C)o2)cc(OC)c1OC (centres undefined)
    -12%, -9%, 10%, -27%[12.7 µM], ?, -14, ?, -10%, 2%
